Screening data: PubChem BioAssay, several laboratories
PPARg SRC1 recr: PPARgamma-driven SRC-1 recruitment agonism | PPARgamma-SRC-1 coactivator recruitment biochemical assay | activation, % at 8 µM | actives 0.41% (n = 200,000) | AID 631; in the data active means activation above about 19%;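 further: 0% = DMSO and 100% = reference agonist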
Target sequence (P37231 whole entry, looked up): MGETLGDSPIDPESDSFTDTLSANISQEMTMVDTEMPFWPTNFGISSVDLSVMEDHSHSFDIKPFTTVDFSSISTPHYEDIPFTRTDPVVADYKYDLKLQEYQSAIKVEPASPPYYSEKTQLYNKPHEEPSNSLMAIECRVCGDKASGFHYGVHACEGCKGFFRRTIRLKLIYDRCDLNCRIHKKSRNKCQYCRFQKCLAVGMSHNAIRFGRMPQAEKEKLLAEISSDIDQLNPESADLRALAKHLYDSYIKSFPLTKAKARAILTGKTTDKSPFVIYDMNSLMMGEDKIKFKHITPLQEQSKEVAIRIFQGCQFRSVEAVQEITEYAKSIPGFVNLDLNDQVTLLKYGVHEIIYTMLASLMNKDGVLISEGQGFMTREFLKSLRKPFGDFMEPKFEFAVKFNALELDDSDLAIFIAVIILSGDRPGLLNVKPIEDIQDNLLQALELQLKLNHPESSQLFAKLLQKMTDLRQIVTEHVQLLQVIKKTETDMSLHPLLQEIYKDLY
STAT3 act: increases IL-6 driven STAT3 reporter signal; AID 871; activation (% of control), % at 5.6 µM; U3A cells, IL-6 STAT3-luciferase reporter, luminescence; 100% = signal with IL-6 EC80 alone; actives 0.91% (n = 190,000);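 active means activation above the screen-wide mean of compound activation plus 3 SD, cut at about 130% in these data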;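 further: 0% = background luminescence of wells with medium and substrate only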
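Material: STAT1-lacking human U3A cells, STAT3 luciferase reporter | Benchmarks: IL-6-only wells as 100% reference | Probe or stimulus: IL-6 (33 ng/mL) | Timing: Compound 1 h, then IL-6 6 h at 37 °C | Detection: Luminescence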
ROMK mod: modulates human ROMK potassium channel activity; Tet-inducible ROMK, thallium flux fluorescence; actives lie on both sides; P48048; B-score at 10 µM; actives 2% (n = 130,000);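 active means signal ratio slope over the read window, or its plate-corrected B-score, at least 3 SD from the plate mean, either direction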;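 further: B-score of the F/F0 ratio slope over 7 to 12 s after thallium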
Target sequence (P48048 whole entry, looked up): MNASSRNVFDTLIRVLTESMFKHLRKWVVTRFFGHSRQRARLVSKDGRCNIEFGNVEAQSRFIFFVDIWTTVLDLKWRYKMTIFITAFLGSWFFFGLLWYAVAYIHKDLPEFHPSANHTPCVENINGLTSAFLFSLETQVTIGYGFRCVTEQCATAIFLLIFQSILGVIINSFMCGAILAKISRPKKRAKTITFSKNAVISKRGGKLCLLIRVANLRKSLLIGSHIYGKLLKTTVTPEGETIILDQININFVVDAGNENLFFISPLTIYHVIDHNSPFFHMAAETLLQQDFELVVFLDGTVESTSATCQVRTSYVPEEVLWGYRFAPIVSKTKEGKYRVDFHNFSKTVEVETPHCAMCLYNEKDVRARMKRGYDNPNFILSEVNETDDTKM
STAT1 blocker: reduces IFN-gamma driven STAT1 reporter signal; inhibition, % at 5.5 µM; NIH 3T3 STAT1-luciferase reporter, luminescence; actives 0.35% (n = 200,000);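 active means inhibition above a set limit, the mean inhibition across all tested compounds plus 3 SD, cut at about 34% in these data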;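 further: 0% = IFN-gamma with DMSO and 100% = IFN-gamma with 300 µM nifuroxazide; values of inactives mirror those of a sister screen read the other way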
PPARg SRC-2 ag: agonists of SRC-2 recruitment by human PPARgamma | PPARgamma LBD-SRC-2 recruitment, biochemical | activation, % at 8 µM | actives 0.34% (n = 200,000); in the data active means activation above about 22%;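 further: 0% = vehicle and 100% = reference agonist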
PPARg SRC-3 ag: PPARgamma-driven SRC-3 recruitment agonism. P37231. biochemical PPARgamma/SRC-3 coactivator recruitment assay. activation, % at 8 µM. actives 0.26% (n = 200,000). AID 731; in the data active means activation above about 23%;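 further: 0% = DMSO and 100% = reference agonist; some compounds past the cut are filed as inactive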
TNAP act hi DEA: increases human TNAP activity under high phosphate acceptor concentration | P05186 | purified TNAP, CDP-star luminescence, 1 M DEA, 30 min; stronger effect = higher value; 0 = EDTA background, 1 = DMSO-only activity | activation factor at 20 µM | 200,000 tested, under 10 active | AID 1136;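 active means activation factor at least 2 at 20 µM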
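Dosing: 20 µM single point. System: human TNAP. Amount: TNAP 1/800 final. Incubation: 30 min, room temperature. Read-out: TNAP activation factor scaled between EDTA and DMSO control wells. Signal: luminescence from CDP-star hydrolysis. Medium: 1 M DEA, pH 9.8, Mg2+, Zn2+. Control set: EDTA negative control, DMSO positive control.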
bIAP inh: blocks bovine intestinal alkaline phosphatase activity. 190,000 tested, under 10 active. purified bovine IAP, CDP-star luminescence, 30 min. inhibition, % at 20 µM;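 active means over 50% inhibition of intestinal alkaline phosphatase at 20 µM in the single-dose screen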
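Incubation: 30 min reaction at room temperature / Material: purified bovine intestinal alkaline phosphatase (IAP) enzyme / Input: enzyme at 1/65,000,000 dilution / Dosing: 20 µM single dose / Signal: CDP-star luminescence signal / Reagent: CDP-star chemiluminescent phosphatase substrate, 30 µM final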
bIAP activator: increases bovine intestinal alkaline phosphatase activity | purified bovine IAP, CDP-star luminescence, 30 min; stronger effect = higher value; fold of DMSO-control signal, blank-subtracted | activation factor at 20 µM | actives 0.17% (n = 200,000) | AID 1016;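 active means activation factor of 2 or more at 20 µM, a signal rise over negative controls twice the positive control's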
TR-FRET SRC-2 ct: TR-FRET artefact, counter-screen to PPARgamma/SRC-2 agonist assay; stronger effect = higher value; TR-FRET ratio at 8 µM; actives 0.4% (n = 200,000); in the data active means TR-FRET ratio above about 2000; further: inactives centre near 1500
STAT3 inh: inhibitors of IL-6 induced STAT3 signaling. inhibition, % at 5.5 µM. actives 0.89% (n = 190,000). U3A cells, IL-6 STAT3-luciferase reporter, luminescence; host cell line lacks STAT1;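 active means inhibition above the mean inhibition across all screened compounds plus 3 SD, cut at about 44% in these data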;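 further: 0% = DMSO only wells and 100% = 100 µM nifuroxazide control wells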
* = called active by the depositor; . = no result given. The order is random. Share with any hit: about 3.7%.

Structure	PPARg SRC1 recr	STAT3 act	ROMK mod	STAT1 blocker	PPARg SRC-2 ag	PPARg SRC-3 ag	TNAP act hi DEA	bIAP inh	bIAP activator	TR-FRET SRC-2 ct	STAT3 inh
COc1ccc(NC(=O)C2CCCN(S(=O)(=O)c3cccnc3)C2)c(OC)c1 (centres undefined)	-1	101	.	9	-6	-10	1	2	1	1445	7
CCC(c1nnnn1C(C)(C)CC)N(CCCN1CCOCC1)Cc1cc2cccc(C)c2[nH]c1=O (centres undefined)	7	110	-2.5	-5	5	1	1	-8	1.1	1721	-5
O=C(O)c1cc(-c2ccco2)[nH]n1	2	98	.	0	-2	2	0.9	-3	1	1331	4
CS(=O)(=O)N(CC(=O)N1CCN(c2ccccc2)CC1)Cc1ccc(Cl)cc1	6	98	.	3	12	7	1	-4	1	1591	10
CCOC(=O)C1(Cc2ccccc2Cl)CCN(C(=O)CN2CCOC2=O)CC1	7	108	.	-69	0	6	1.1	-2	1	1477	-4
CCOC(=O)c1sc(NC(=O)CSc2nnc(Cc3ccccc3)o2)c(C#N)c1C	1	105	.	12	-2	4	1	-1	1	1531	-5
Nc1nnc(SCCCC(=O)c2ccc(F)cc2)s1	1	108	.	-18	0	0	1	21	0.8	1573	-8
C=CCN(CC=C)c1ccc(N2C(=O)C3CCCCC3C2=O)cc1[N+](=O)[O-] (centres undefined)	11	92	-0.98	20	-5	-1	1	7	0.9	1435	20
O=c1c2ccccc2nc(-c2cccc(Cl)c2)n1O	-8	99	.	4	-5	-3	1.1	6	0.9	1454	0
CCOC(=O)C1CCN(C(=O)/C=C/c2ccc(OC)cc2)CC1	-3	111	.	-19	-4	2	1	-5	1	1418	-5
COc1ccc(/C=C2/C(=O)N(CC3CCCO3)C(=S)N2C)c(OC)c1 (centres undefined)	6	95	-1.5	5	6	-6	0.9	24	0.8	1581	6
CCOC(=O)CSc1nc(N)c(C#N)c(-c2cccs2)c1C#N	4	87	-0.19	12	2	-3	1	3	1	1647	17
CCOC(=O)C(Cc1cc(C(C)=O)ccc1OCC)C(=O)OCC	3	96	.	7	-2	12	1	3	1	1709	9
CCc1nnc(NC(=O)c2sc3nc4cc(C)ccc4cc3c2N)s1	9	97	-0.3	-5	10	14	0.9	1	1	1631	12
COc1cccc(CC2(CO)CCN(Cc3cnc(N4CCOCC4)s3)CC2)c1	-9	98	0.033	-1	2	3	1.1	-7	1.1	1396	4

The list goes on:
Structure	PPARg SRC1 recr	STAT3 act	ROMK mod	STAT1 blocker	PPARg SRC-2 ag	PPARg SRC-3 ag	TNAP act hi DEA	bIAP inh	bIAP activator	TR-FRET SRC-2 ct	STAT3 inh
CN(CCNC(=O)CCCOc1cc(=O)n(C)c2ccccc12)Cc1ccccc1	0	98	.	-2	1	-1	1.1	7	0.9	1540	6
COc1cccc(Nc2nc3ccccc3c(=O)[nH]2)c1	0	87	-2.2	-1	-2	1	1.1	-2	1	1406	18
Cc1oc(-c2ccoc2)nc1CN(Cc1ccccc1)CC1CC1	-4	106	-0.49	-6	-3	1	1.1	5	0.9	1482	-5
COC(=O)/C(=N/Nc1ccccc1Cl)Sc1nnc(C(O)c2ccccc2)n1-c1ccccc1 (centres undefined)	3	102	-0.088	6	3	3	1	6	0.9	1526	0
CC1CC(C)(C)CC2(C1)NC(=O)N(CC(=O)NC1CCCc3ccccc31)C2=O (centres undefined)	10	109	0.32	3	16	3	1	1	1	1649	-12
Cn1c(C(=O)OCC(=O)NCCc2ccccc2)cc2sccc21	-3	98	.	6	2	6	1.1	17	0.8	1477	8
COc1ccc(C(=O)N(CCCO)Cc2cc3c(C)ccc(C)c3[nH]c2=O)cc1OC	6	93	.	4	4	-9	1	-13	1.1	1641	13
COc1ccc(OC)c(CCNC(=O)C2CCN(c3nnc(-n4cccc4)s3)CC2)c1	5	95	.	2	4	8	1	-12	1.1	1529	14
Nc1ncnc2nc(Sc3ccc(Cl)cc3)[nH]c12	2	101	.	-2	11	-3	1	4	1	1586	2
Cc1occc1C(=O)NCc1cccc(CNC(=O)c2ccoc2C)c1	5	93	.	-10	8	14	1	7	0.9	1673	8
CCCCCCC(=O)N/N=C(\C)Cc1ccccc1	5	104	-1.5	1	10	2	1	1	1	1644	-5
COc1ccccc1-n1cnnc1SCC(=O)N1CC(=O)Nc2ccccc21	-4	99	0.43	1	1	5	1	-6	1.1	1572	6
Cc1cc2ccccc2n1CCNC(=O)c1ccc(S(=O)(=O)N2CCCCC2)cc1	24*	100	.	-1	26*	44*	1.1	3	1	3753*	9
COC(=O)C1C(O)=C(C(C)=N)C(=O)CC1(C)C (centres undefined)	-4	100	-0.14	0	5	0	1	9	0.9	1400	6
O=C(Nc1nc(-c2ccc(S(=O)(=O)N3CCOCC3)cc2)cs1)c1ccccc1	11	59	.	25	-1	10	1	6	0.9	2397*	50*

(continued)
Structure	PPARg SRC1 recr	STAT3 act	ROMK mod	STAT1 blocker	PPARg SRC-2 ag	PPARg SRC-3 ag	TNAP act hi DEA	bIAP inh	bIAP activator	TR-FRET SRC-2 ct	STAT3 inh
O=C(Cc1ccc(Cl)cc1)N1CCN(C(=O)c2ccco2)CC1	1	97	.	4	2	-9	1	7	0.9	1488	5
CCCCN(C)Cc1c(C)[nH]c2c(Cl)cccc2c1=O	0	89	0.006	-8	6	-2	1	1	1	1547	16
CSCCC(NC(=O)OCc1ccccc1)C(=O)O (centres undefined)	-3	93	0.42	-1	4	-2	1	8	0.9	1456	11
Cc1ccc(CC(=O)Nc2ccc(F)c([N+](=O)[O-])c2)cc1C	0	102	-1.9	13	3	2	1.1	-5	1.1	1623	6
Cc1nc(N2CCOCC2)nc(OCCN2CCOCC2)c1[N+](=O)[O-]	3	98	.	-6	-1	6	1	8	0.9	1599	8
Cc1nc(C)c(NC(=O)N2CCc3ccccc32)cc1NC(=O)N1CCc2ccccc21	6	98	.	-4	-3	1	1	-1	1	1573	7
CCOc1ccc(C(=O)CC(=O)C(=O)NCCc2ccc(OC)c(OC)c2)cc1	2	100	-0.61	-10	-2	5	1	-2	1	1711	-2
CNc1oc(Cc2cccc3ccccc23)nc1C#N	6	102	-1.8	2	2	-4	1	12	0.9	1298	-2
CCNC(=O)/C(C#N)=C/c1c(N2CCOCC2)nc2ccccn2c1=O	0	101	.	2	-2	0	1	2	1	1534	1
Cc1ccc(N2C(=O)CSC2c2cccnc2)cc1F (centres undefined)	13	97	.	8	-1	-6	1	9	0.9	1711	8
CCc1cc(C=NC2CCCCC2)c(O)s1	17	99	.	-21	3	3	1	9	0.9	1700	5
COc1ccccc1C(=O)NNC(=O)c1ccc(Cl)cc1	-10	102	.	-18	-2	-2	1	1	1	1368	1
CN1C(=O)CC(Sc2ncccc2C(=O)O)C1=O (centres undefined)	0	109	.	-5	13	-1	1	15	0.9	1674	-5
CCOC(=O)c1nnn(-c2nonc2N)c1COc1ccccc1	4	92	0.028	12	3	-3	1	16	0.8	1706	12
O=c1[nH]c2ccc(Cl)cc2c(O)c1Cc1ccccc1	10	102	-0.0097	-8	-2	2	1.1	-12	1.1	1503	-1

Following part:
Structure	PPARg SRC1 recr	STAT3 act	ROMK mod	STAT1 blocker	PPARg SRC-2 ag	PPARg SRC-3 ag	TNAP act hi DEA	bIAP inh	bIAP activator	TR-FRET SRC-2 ct	STAT3 inh
COc1cc(CC(=O)NCc2ccc3c(c2)OCO3)cc(OC)c1OC	0	98	-0.76	0	4	-6	1	-8	1.1	1527	7
CCNS(=O)(=O)c1ccc(-c2ccc(-n3cnnn3)cc2)cc1	3	95	-0.14	4	7	2	1	-5	1.1	1655	8
COc1cc(/C=C(\C#N)C(=O)NC2CCCCC2C)ccc1OS(=O)(=O)c1ccc(C)cc1 (centres undefined)	-10	107	.	-1	-5	0	1	26	0.7	1581	-9
C(=C/c1nccc2c1[nH]c1ccccc12)/c1ccc2c(c1)OCO2	5	109	-0.52	-14	10	5	1.1	-4	1	1619	0
COc1ccc(CCC(=O)Nc2nc3c(s2)CN(C)CC3)cc1OC	-10	106	0.46	4	-5	11	1	7	0.9	1651	-2
Cc1cccc(N(C(=O)c2csnn2)C(C(=O)NC(C)(C)C)c2ccncc2)c1 (centres undefined)	0	111	.	1	-2	-5	1	0	1	1678	-1
O=C(COC(=O)CCc1nc2ccccc2n1-c1ccccc1)Nc1cccc(Cl)c1	-8	100	-0.66	-7	-4	-1	1.1	-3	1	1462	0
COc1ccc(CCNC(=O)CCS(=O)(=O)c2ccc3c(c2)CCN3C(C)=O)cc1OC	5	98	0.29	5	14	13	1.1	-3	1	1523	5
Cn1c(N)c(C(=O)COC(=O)C2CCCC2)c(=O)n(C)c1=O	8	98	0.057	-3	-2	1	1	-2	1	1515	4
O=C(NCCN1CCOCC1)c1csc2c1CCCCC2	1	98	0.18	-5	-3	8	1	-3	1	1550	10
O=C(O)c1cn(C2CC2)c2cc(N3CCN(S(=O)(=O)c4ccc5c(c4)OCCO5)CC3)c(F)cc2c1=O	8	107	0.37	-4	3	5	1	-14	1.1	1629	-4
CCOC(=O)c1nnc(-c2ccccc2)nc1NC	3	98	.	-13	6	11	1	8	0.9	1503	8
CC(C)C1N(C(=O)CN2CCCC2)CCN1S(=O)(=O)c1ccccc1 (centres undefined)	-1	104	0.47	-3	2	-7	1	2	1	1513	1
CCn1nc(NC(=O)C2CCCO2)c2cc3cc(C)ccc3nc21 (centres undefined)	-5	112	0.12	-8	4	1	1.1	-15	1.2	1546	-3
CCOC(=O)/C=c1\s/c(=C\c2ccc(C#N)cc2)c(=O)n1CC(=O)Nc1cccc(C)c1C	-3	109	0.8	-4	2	1	1	-12	1.1	1534	-5

(listing goes on)
Structure	PPARg SRC1 recr	STAT3 act	ROMK mod	STAT1 blocker	PPARg SRC-2 ag	PPARg SRC-3 ag	TNAP act hi DEA	bIAP inh	bIAP activator	TR-FRET SRC-2 ct	STAT3 inh
CSC1=NC2(CCCCC2)CC12C=CC(=O)C=C2	4	100	-0.062	10	-3	0	1	3	1	1627	11
O=C(CN1CCCCC1)Nc1nnc(-c2ccccc2)s1	0	104	0.33	-6	-2	-3	1	-39	1.4	1557	-2
O=C(Nc1ccncc1)c1ccc(S(=O)(=O)Nc2ccccc2)cc1	0	85	0.049	13	7	1	1	-11	1.1	1615	24
COc1cc(OC)cc(C(=O)NCC(=O)OCC(=O)Nc2ccc3c(c2)OCO3)c1	1	102	-0.49	-4	9	3	1.1	-8	1.1	1494	2
CCOC(=O)c1oc2cccc(OCC(O)CNC(C)C)c2c1C (centres undefined)	-10	105	-0.18	7	-6	-3	1.1	-13	1.1	1295	-2
